Bioassay records (PubChem BioAssay)
Rab7 wt GTP bind: alters GTP binding to wildtype dog Rab7; GST-Rab7 beads, fluorescent GTP binding, flow cytometry; actives lie on both sides; untreated = 100%, excess cold GTP = 0%; GTP binding activity (percent of control), % at 10 µM; 190,000 tested, 0.055% active; AID 758;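 active = fluorescent GTP binding to Rab7 beads changed by at least 20 points from the 100% baseline, either direction, mostly lower; inconclusive = compound itself probably fluorescent, or too few beads counted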;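 note: median green fluorescence of bound Bodipy-FL-GTP per Rab7 bead population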
Rab2A wt mod: changes GTP binding to wildtype dog Rab2A, up or down; P61105; AID 760; 190,000 tested, 0.19% active; GTP binding activity, % at 10 µM; GST-Rab2 wt beads, Bodipy-GTP binding, flow cytometry;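 active = GTP binding activity at least 20 points away from 100%, either lowered or raised; inconclusive = signal likely due to the compound's own green fluorescence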;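 note: 0% = beads with excess unlabeled GTP and 100% = no-compound control corrected for plate trend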
Mcl1-Noxa inh: disrupts binding of human Mcl-1 to Noxa peptide; Q07820; TR-FRET Mcl-1/Noxa peptide binding, 2 h; inhibition, % at 21.7 µM; 220,000 tested, 1.5% active;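 active = compounds that cut the protein-peptide binding signal by more than 50% relative to plate controls in a single-dose test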;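 note: His-tagged Mcl-1 with rhodamine Noxa BH3 peptide and terbium anti-His antibody; 0% = Mcl-1 plus Noxa peptide wells and 100% = peptide-only wells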
Target sequence (Q07820 whole entry, looked up): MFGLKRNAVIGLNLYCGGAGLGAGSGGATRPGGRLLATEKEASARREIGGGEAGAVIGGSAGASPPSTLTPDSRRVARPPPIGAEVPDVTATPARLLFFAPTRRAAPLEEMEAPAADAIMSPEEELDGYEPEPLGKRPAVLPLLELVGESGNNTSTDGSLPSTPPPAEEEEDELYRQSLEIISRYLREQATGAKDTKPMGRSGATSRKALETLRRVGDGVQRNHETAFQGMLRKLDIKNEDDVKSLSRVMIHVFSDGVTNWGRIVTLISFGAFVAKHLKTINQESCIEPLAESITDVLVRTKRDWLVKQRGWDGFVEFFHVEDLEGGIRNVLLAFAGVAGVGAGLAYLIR
Pf gametocyte: inhibitors of late stage P. falciparum gametocyte viability | P. falciparum stage V gametocytes, ATP luminescence, 24 h | inhibition, % at 10.9 µM | 150,000 tested, 0.065% active | AID 743093;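 active = inhibition above the mean plus 3 SD of compounds within the control limits, set per campaign, cut at about 38% in these data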;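 note: 0% = DMSO wells and 100% = medium only without gametocytes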
Cdc42 wt: changes GTP binding to wildtype human Cdc42; GST-Cdc42 beads, Bodipy-GTP binding, flow cytometry; actives lie on both sides; percent activity (GTP binding), % at 10 µM; 190,000 tested, 0.2% active; AID 761;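 active = percent activity GTP binding at least 20 points away from the 100% baseline, either down as inhibitor or up as activator; inconclusive = compound flagged as likely green fluorescent from well-wide comparison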;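 note: median bead fluorescence of bound Bodipy-FL-GTP at 100 nM; 0% = excess unlabeled GTP control and 100% = no compound control; below 100% means less GTP binding so inhibitor and above means activator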
Target sequence (P60953 whole entry, looked up): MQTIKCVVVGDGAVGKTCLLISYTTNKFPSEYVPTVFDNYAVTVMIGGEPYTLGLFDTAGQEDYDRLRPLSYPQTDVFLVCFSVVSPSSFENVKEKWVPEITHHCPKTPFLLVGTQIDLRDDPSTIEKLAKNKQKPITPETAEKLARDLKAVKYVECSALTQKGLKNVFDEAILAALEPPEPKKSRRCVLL
Avidin bead fluor: compound fluoresces at 488/530 nm on avidin beads. fluorescence (KMESF) at 10 µM. 220,000 tested, 0.38% active. AID 1775. compound fluorescence 488/530 nm, flow cytometry; hits give high values; in the data active = fluorescence above about 47; note: inactives centre near 10
Mcl1-Bid inh: Mcl-1/Bid interaction inhibition. AID 1021. TR-FRET Mcl-1/Bid-Dy647 peptide binding, 1536-well. 220,000 tested, 0.97% active. Q07820. inhibition, % at 21.7 µM;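 active = compounds that cut the binding signal by more than half at the single screening dose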;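 note: His-tagged Mcl-1 with europium anti-His antibody binding Bid BH3 peptide; 0% = Mcl-1 plus peptide wells and 100% = peptide-only wells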
Rac1 act GTP bind: human Rac1 activated mutant GTP binding change | P63000 | GST-Rac1 activated beads, fluorescent GTP binding, flow cytometry; actives lie on both sides; 100% means binding = to untreated wells | percent activity (GTP binding), % at 10 µM | 190,000 tested, 0.11% active | AID 764;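 active = GTP binding at least 20 percentage points away from the 100% baseline, in either direction, so actives lie on both sides; inconclusive = Compound likely fluorescent itself, or too few beads counted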
HRas wt GTP bind: modulators of GTP binding to human HRas wildtype; 190,000 tested, 0.14% active; P01112; GST-Ras wt beads, Bodipy-FL-GTP binding, flow cytometry; actives lie on both sides; GTP binding activity, % at 10 µM;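 active = GTP binding activity at least 20% away from the 100% baseline, either lowered as inhibitor or raised as activator; inconclusive = flagged as likely green fluorescent, judged across all proteins in the well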;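 note: 0% = unlabeled GTP competition control and 100% = no-compound control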
Target sequence (P01112 whole entry, looked up): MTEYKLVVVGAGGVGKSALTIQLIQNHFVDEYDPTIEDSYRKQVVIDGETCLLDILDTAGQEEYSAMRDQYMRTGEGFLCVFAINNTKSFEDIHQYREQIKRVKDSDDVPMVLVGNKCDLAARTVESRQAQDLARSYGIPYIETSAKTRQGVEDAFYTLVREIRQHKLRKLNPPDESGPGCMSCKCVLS
Mcl-1 Bim block: inhibitors of Bim-Mcl-1 interaction, human | inhibition, % at 10 µM | 190,000 tested, 0.1% active | Bead-based flow cytometry, Bim peptide-Mcl-1 binding | Q07820; in the data active = inhibition above about 40%;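 note: 0% = no compound tracer wells and 100% = peptide blocker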
Rac1 wt GTP bind: human Rac1 wildtype GTP binding, inhibitors and activators; GST-Rac1 beads, fluorescent GTP binding, flow cytometry; actives lie on both sides; 0 = cold GTP competed, 100 = untreated; GTP binding activity (% of control), % at 10 µM; 190,000 tested, 0.27% active; AID 757;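 active = GTP binding activity at least 20 points away from the 100% control level, either lower or higher; inconclusive = compound flagged as likely green fluorescent, judged across all proteins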
* marks the source's active call; other numbers are inactive results; ? = inconclusive; / = not tested or not shown.

#	molecule	Rab7 wt GTP bind	Rab2A wt mod	Mcl1-Noxa inh	Pf gametocyte	Cdc42 wt	Avidin bead fluor	Mcl1-Bid inh	Rac1 act GTP bind	HRas wt GTP bind	Mcl-1 Bim block	Rac1 wt GTP bind
1	CC(C)CCNC(=O)CC1Nc2c3ccccc3nc(=S)n2C1=O (centres undefined)	95.0	102.0	9.1	-7.6	103.0	11	-36.1	102.0	100.0	-3.0	105.0
2	CC(OC(=O)CCc1c[nH]c2ccccc12)C(=O)c1ccccc1 (centres undefined)	99.0	95.0	2.8	1.8	98.0	11	-76.4	94.0	97.0	2.0	97.0
3	CCn1c(=N)n(CCO)c2ccccc21	96.0	97.0	6.5	-6.6	102.0	41	-0.2	96.0	98.0	1.0	100.0
4	O=C(CN1CCN(S(=O)(=O)c2ccc(Br)cc2)CC1)N/N=C/c1ccc(Br)s1	105.0	98.0	-4.3	-10.2	89.0	8	-0.4	92.0	96.0	-2.0	94.0
5	CCSCc1nnc(SCC(=O)Nc2cccc(C(C)=O)c2)n1C	93.0	99.0	8.0	-7.5	102.0	11	-8.5	95.0	97.0	-4.0	101.0
6	CCCC(=O)N(c1ccc2oc(=O)sc2c1)S(=O)(=O)c1ccccc1	102.0	102.0	9.2	-1.2	100.0	6	-10.7	99.0	100.0	-7.0	101.0
7	CSc1cccc(NC(=O)c2cnccn2)c1	98.0	98.0	-2.1	18.0	98.0	14	6.4	97.0	97.0	-7.0	100.0
8	CCOc1ccccc1Nc1ncccc1C(=O)O	97.0	96.0	6.4	/	101.0	13	-18.5	97.0	97.0	-1.0	105.0
9	O=C(CSc1nc(-c2ccccc2Cl)ns1)Nc1ccc2c(c1)OCO2	?	?	2.6	-7.6	?	8	-10.4	?	?	19.0	?
10	CC(O)c1ccc2c(c1)OCCOCCN(C)CCOCCO2 (centres undefined)	100.0	100.0	-6.7	7.4	103.0	13	-11.5	100.0	100.0	-2.0	104.0
11	Cc1ccc(SCc2nn(C)c(Cl)c2C=O)cc1	90.0	99.0	45.5	-12.2	97.0	11	2.0	96.0	96.0	1.0	95.0
12	O=C(N/N=C/c1ccccc1C(=O)O)C(=O)N1CCCCC1	98.0	98.0	-2.0	24.7	98.0	11	-1.1	95.0	96.0	1.0	100.0
13	NC(=O)c1ccsc1NC(=O)COC(=O)CSc1ccc(Cl)cc1	104.0	97.0	8.8	-34.8	93.0	5	-82.7	93.0	97.0	0.0	94.0
14	O=C(NC(=S)N(CCCCO)C1CCCCC1)c1sc2ccccc2c1Cl	97.0	96.0	-60.5	/	99.0	9	-103.9	98.0	96.0	-2.0	101.0
15	CC1CCN(S(=O)(=O)c2ccc3c(c2)N(CC(=O)NCc2cccnc2)C(=O)CS3)CC1	99.0	99.0	28.2	-11.3	95.0	4	18.5	97.0	98.0	-1.0	101.0
16	C#CCNC(=O)C1=C[C@H](c2cn(C(C)=O)c3ccccc23)[C@@H](CCCO)[C@H](OCC)O1	102.0	95.0	16.9	14.7	97.0	5	9.3	95.0	96.0	-2.0	99.0
17	COc1ccc2nc3sc(C(=O)N4CCN(C)CC4)cc3cc2c1	99.0	99.0	17.1	14.3	102.0	8	-8.8	97.0	100.0	-4.0	101.0
18	CCc1ccc(CN(C)C(=O)c2cc(COc3c(F)cccc3F)on2)cc1	102.0	95.0	1.7	-7.4	96.0	9	-43.9	93.0	94.0	-4.0	97.0
19	Cc1cccc(C)c1NC(=S)N(Cc1ccccc1)Cc1cccs1	96.0	99.0	6.4	14.4	95.0	9	-31.4	93.0	101.0	2.0	100.0
20	O=C(CSc1cccc[n+]1[O-])Nc1ccccc1Oc1ccccc1	108.0	100.0	29.7	/	96.0	11	-32.1	98.0	98.0	-5.0	103.0
21	CCOC(=O)n1n[n+]([O-])c2ccccc21	?	?	19.1	-1.6	?	4	-9.8	?	?	-5.0	?
22	O=C(COC(=O)Cn1cnc2ccccc2c1=O)NCc1ccccc1Cl	101.0	97.0	7.0	-9.7	94.0	58*	8.6	95.0	97.0	0.0	101.0
23	CN(c1ccccc1)S(=O)(=O)c1ccc(C(=O)OCC(=O)N2CCOCC2)cc1	98.0	103.0	5.2	/	107.0	20	-1.0	102.0	102.0	-3.0	111.0
24	Cc1cc(C)c(S(=O)(=O)c2ccccc2Cl)c(Cl)n1	90.0	94.0	-0.4	5.2	96.0	18	12.4	95.0	93.0	-3.0	98.0
25	O=C(N/N=C/c1ccccc1O)C1(O)c2ccccc2-c2ccccc21	104.0	99.0	17.4	3.3	103.0	7	-7.4	100.0	100.0	-2.0	106.0
26	O=C(NCc1ccc2c(c1)OCO2)c1ccc(CS(=O)(=O)c2ccc(Br)cc2)o1	104.0	102.0	36.0	/	103.0	7	-8.9	100.0	103.0	0.0	109.0
27	Cc1sc2ncnc(OCC(=O)NC(C)C(C)C)c2c1C (centres undefined)	98.0	98.0	-20.1	-13.5	98.0	5	-4.1	95.0	100.0	0.0	100.0
28	O=C1N(Cc2ccc3c(c2)OCO3)c2ccccc2C1(O)c1c[nH]c2ccccc12 (centres undefined)	103.0	104.0	13.2	-1.3	103.0	16	-3.8	99.0	105.0	0.0	102.0
29	O=C(COC(=O)CCCOc1ccc(Cl)cc1Cl)NCc1ccc(F)cc1	98.0	94.0	13.1	1.5	100.0	7	7.0	97.0	94.0	0.0	95.0
30	COCCNC(=O)CCCn1c(=O)c2cc(OC)c(OC)cc2n(CC(=O)Nc2ccccc2OC)c1=O	94.0	95.0	-6.8	-18.9	94.0	12	-15.0	98.0	94.0	1.0	97.0
31	O=C(CSc1nnc(-c2ccc3c(c2)OCO3)o1)Nc1ncc(Cl)cc1Cl	98.0	93.0	27.5	-11.5	95.0	12	-7.3	94.0	96.0	-8.0	95.0
32	CC(Oc1ccccc1)C(=O)NNC(=O)c1cccs1 (centres undefined)	101.0	97.0	-26.3	-15.4	94.0	5	-38.2	95.0	97.0	-2.0	96.0
33	CCCS(=O)(=O)N1CCCC(C(=O)NC(C)c2ccc3c(c2)OCCO3)C1 (centres undefined)	100.0	96.0	0.3	/	95.0	14	-11.6	94.0	99.0	0.0	97.0
34	Cc1ccc(NC(=O)c2sc3ccccc3c2Cl)nc1	104.0	100.0	-6.6	-3.0	99.0	17	-2.0	99.0	101.0	-3.0	107.0
35	COc1ccccc1NC1=C(Cl)C(=O)OC1OC(=O)c1ccco1 (centres undefined)	97.0	100.0	21.9	/	98.0	11	-2.8	97.0	100.0	0.0	102.0
36	CNC(=O)CN(c1ccc(C23CC4CC(CC(C4)C2)C3)cc1)S(C)(=O)=O	102.0	103.0	1.6	8.2	98.0	5	-11.7	95.0	102.0	1.0	102.0
37	Cc1ccc(OCc2nc(-c3ccccn3)no2)c(Br)c1	102.0	101.0	-0.3	/	100.0	7	-4.6	101.0	102.0	-1.0	101.0
38	CCN(CCn1cccn1)C(=O)CCc1nnc(CCc2ccccc2OC)o1	96.0	98.0	-0.6	/	97.0	9	-7.4	97.0	97.0	-1.0	98.0
39	CCn1ccnc1CN(C)C(=O)CC1C(=O)NCCN1Cc1c(F)cccc1Cl (centres undefined)	99.0	98.0	0.4	2.9	94.0	6	-48.8	96.0	96.0	2.0	94.0
40	CCc1ccc(NC(=O)C2(C)Cc3ccccc3C(=O)O2)cc1 (centres undefined)	95.0	98.0	-4.6	-5.9	99.0	6	0.6	96.0	96.0	-6.0	100.0
41	Cc1ccc(-c2cc(C(=O)Nc3nccs3)c3ccccc3n2)o1	98.0	95.0	67.3*	-2.6	94.0	1	-5.2	95.0	97.0	-1.0	99.0
42	O=C1CCN(Cc2nc(-c3ccc(Cl)cc3)no2)CCN1	105.0	100.0	-0.2	-7.4	98.0	1	-9.9	92.0	99.0	-3.0	98.0
43	Cc1cc(C(=O)COC(=O)c2ccc[nH]c2=O)c(C)n1C1CC1	98.0	95.0	19.0	0.7	97.0	4	-82.4	94.0	98.0	-1.0	101.0
44	O=C(COC(=O)c1n[nH]c(=O)c2ccccc12)c1ccccc1	102.0	100.0	-11.0	/	101.0	6	0.3	100.0	101.0	2.0	103.0
45	FC(F)Oc1ccc(/C=N/N2CCCCC2)c(OC(F)F)c1	103.0	100.0	2.5	/	90.0	15	-45.7	93.0	94.0	-1.0	93.0
46	C=CCN1C(=NC(=O)CCC(=O)O)SC2CS(=O)(=O)CC21 (centres undefined)	104.0	102.0	-18.6	/	102.0	12	-23.1	100.0	104.0	2.0	100.0
47	COc1ccccc1N(CC(=O)NCCc1ccccc1)S(C)(=O)=O	99.0	100.0	-0.6	/	100.0	35	7.4	97.0	99.0	-3.0	104.0
